Compound activity as filed in PubChem.
UPR XBP1 act – adaptive UPR (XBP1) activation; 330,000 compounds, 0.33% hits; activation, % at 20 µM; CHO-XBP1 luciferase reporter, IRE1-XBP1 UPR activation, luminescence; percent of tunicamycin response, DMSO as zero; AID 463104;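 active = versus positive control, 20 µM dose yields 30% or more activation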;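 note: 100% = tunicamycin at 10 µg/mL and 0% = DMSO only wells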
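assay system = CHO-XBP1 luciferase reporter cells | amount = 1000 cells/well | buffer or medium = F12 plus 10% FBS | compound dosing = single point, 20 µM final compound, 1% DMSO | incubation = 16-18 h cell attachment at 37 °C, then 6 h compound exposure | detection = Steady-Glo luminescence read | controls = tunicamycin 10 µg/mL and vehicle-only wells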
697 NFkB inh – lowers PMA/ionomycin-induced NF-kB signal in 697 B cells | AID 435022 | inhibition, % at 4 µM | 330,000 compounds, 0.33% hits | 697 B-cell NF-kB luciferase reporter, 16 h; in the data active = inhibition above about 35%
tim23-1 inh – inhibits growth of tim23-1 mutant yeast; S. cerevisiae tim23-1 growth, BacTiter-Glo luminescence, 24 h; inhibition, % at 20 µM; 330,000 compounds, 1.3% hits;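 active = growth inhibition of the mutant yeast at or above 50%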;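 note: temperature-sensitive mutant grown at 25 °C; plate controls were DMSO-treated mutant yeast for no effect and medium wells lacking yeast for full effect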
Mdm2 MdmX PPI – human Mdm2/MdmX binding inhibition | SaOS-2 split-luciferase Mdm2/MdmX complementation, luminescence | 330,000 compounds, 3% hits | O15151+Q00987 | AID 485346 | inhibition, % at 8 µM;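 active = inhibition of at least 50% at 8 µM in the primary screen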
Target sequence (O15151 whole entry, looked up): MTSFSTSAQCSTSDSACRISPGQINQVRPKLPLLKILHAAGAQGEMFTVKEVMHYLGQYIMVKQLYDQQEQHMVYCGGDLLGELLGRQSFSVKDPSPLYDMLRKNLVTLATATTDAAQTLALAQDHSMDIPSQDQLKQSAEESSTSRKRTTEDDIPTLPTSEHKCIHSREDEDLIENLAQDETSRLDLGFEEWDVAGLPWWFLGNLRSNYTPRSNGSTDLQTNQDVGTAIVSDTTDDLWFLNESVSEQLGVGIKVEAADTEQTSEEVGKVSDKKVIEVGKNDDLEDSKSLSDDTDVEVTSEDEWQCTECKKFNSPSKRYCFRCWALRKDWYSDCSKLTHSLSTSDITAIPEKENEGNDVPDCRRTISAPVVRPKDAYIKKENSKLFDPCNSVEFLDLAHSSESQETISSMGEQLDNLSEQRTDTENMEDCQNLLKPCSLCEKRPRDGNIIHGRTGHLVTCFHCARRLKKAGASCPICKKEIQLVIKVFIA
Target sequence (Q00987 whole entry, looked up): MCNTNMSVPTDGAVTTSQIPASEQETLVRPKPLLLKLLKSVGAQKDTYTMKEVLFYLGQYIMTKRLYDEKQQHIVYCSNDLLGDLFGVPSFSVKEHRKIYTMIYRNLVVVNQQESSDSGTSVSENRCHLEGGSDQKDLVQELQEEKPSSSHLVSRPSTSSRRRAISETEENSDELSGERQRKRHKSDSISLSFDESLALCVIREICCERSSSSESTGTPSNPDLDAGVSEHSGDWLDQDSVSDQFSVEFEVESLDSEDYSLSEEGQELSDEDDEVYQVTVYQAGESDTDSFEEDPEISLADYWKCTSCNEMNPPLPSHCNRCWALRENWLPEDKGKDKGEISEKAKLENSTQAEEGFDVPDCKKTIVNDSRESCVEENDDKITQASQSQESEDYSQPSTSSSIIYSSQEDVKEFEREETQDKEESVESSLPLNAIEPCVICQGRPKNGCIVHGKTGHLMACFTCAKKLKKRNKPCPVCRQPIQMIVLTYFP
Jurkat NFkB inh – lowers PMA/ionomycin-induced NF-kB signal in Jurkat cells | PMA/ionomycin-induced NF-kB luciferase reporter, luminescence | inhibition, % at 4 µM | 330,000 compounds, 0.53% hits | AID 435003; in the data active = inhibition above about 50%
CHOP UPR activ – activators of apoptotic arm of unfolded protein response (CHOP) | activation, % at 10 µM | CHO-CHOP luciferase reporter, UPR activation, luminescence; percent of tunicamycin response over DMSO baseline | 330,000 compounds, 0.34% hits;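 active = at 10 µM dose, activation of 40% or more, normalized to positive control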;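 note: 100% = tunicamycin at 10 µg/mL and 0% = DMSO alone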
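Material: CHO-CHOP cells, stable luciferase reporter of PERK-eIF2a-CHOP signalling; quantity: 500 reporter cells seeded per well; buffer or medium: F12 medium containing 10% fetal bovine serum; compound: one dose, 10 µM in 0.5% DMSO; incubation: 6 h compound treatment, 37 °C; measured by: Steady-Glo luciferase luminescence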
tim10-1 inh – inhibits growth of tim10-1 mutant yeast | inhibition, % at 20 µM | 330,000 compounds, 2.2% hits | S. cerevisiae tim10-1 ts strain growth, BacTiter-Glo, 24 h;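 active = inhibition of at least 40%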;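 note: mutant grown at 25 °C; 0% = DMSO wells with yeast and 100% = wells holding no yeast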
TIM10 inh – TIM10 yeast growth inhibition; S. cerevisiae TIM10 strain growth, BacTiter-Glo luminescence, 24 h; inhibition, % at 10 µM; 330,000 compounds, 1.4% hits;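 active = inhibition of 40% or more at the single tested concentration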;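 note: wild-type TIM10 isogenic control strain grown at permissive 25 °C; 0% = DMSO yeast wells and 100% = minimal medium wells without yeast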
Active calls of the source: *.

Sample of the layout, 5 compounds:
SMILES | UPR XBP1 act | 697 NFkB inh | tim23-1 inh | Mdm2 MdmX PPI | Jurkat NFkB inh | CHOP UPR activ | tim10-1 inh | TIM10 inh
Cc1ccc2c(c1)N(C)/C(=C/c1cccc[n+]1CCO)S2 | 2.4 | -17.0 | -3.4 | 8.9 | 33.0 | -2.0 | -11.0 | 11.6
COc1ccc(S(=O)(=O)NC(CC(=O)NCc2ccco2)c2ccco2)cc1 (stereo unspecified) | -3.2 | 6.5 | 7.9 | 18.8 | 5.4 | -0.7 | -13.1 | -4.9
Cc1csc(NC(=O)Cc2ccc(F)cc2)n1 | 3.5 | -19.5 | 1.3 | -12.4 | -34.1 | 5.5 | -3.0 | 1.6
CCc1ccc(CN(C)C(=O)c2ccc3c(=O)n4c(nc3c2)CCC4)cc1 | -4.5 | 1.6 | 18.7 | 26.1 | -7.8 | 0.9 | 10.4 | 3.5
CCc1[nH]nc2c1C1(CCN(C(=O)c3ccccc3)CC1)C(C#N)=C(N)O2 | -5.0 | 10.3 | 15.7 | -9.7 | 8.4 | 0.2 | 3.3 | 8.6

This part in full, previewed entries included:
SMILES | UPR XBP1 act | 697 NFkB inh | tim23-1 inh | Mdm2 MdmX PPI | Jurkat NFkB inh | CHOP UPR activ | tim10-1 inh | TIM10 inh
Cc1ccc2c(c1)N(C)/C(=C/c1cccc[n+]1CCO)S2 | 2.4 | -17.0 | -3.4 | 8.9 | 33.0 | -2.0 | -11.0 | 11.6
COc1ccc(S(=O)(=O)NC(CC(=O)NCc2ccco2)c2ccco2)cc1 (stereo unspecified) | -3.2 | 6.5 | 7.9 | 18.8 | 5.4 | -0.7 | -13.1 | -4.9
Cc1csc(NC(=O)Cc2ccc(F)cc2)n1 | 3.5 | -19.5 | 1.3 | -12.4 | -34.1 | 5.5 | -3.0 | 1.6
CCc1ccc(CN(C)C(=O)c2ccc3c(=O)n4c(nc3c2)CCC4)cc1 | -4.5 | 1.6 | 18.7 | 26.1 | -7.8 | 0.9 | 10.4 | 3.5
CCc1[nH]nc2c1C1(CCN(C(=O)c3ccccc3)CC1)C(C#N)=C(N)O2 | -5.0 | 10.3 | 15.7 | -9.7 | 8.4 | 0.2 | 3.3 | 8.6
O=C(O)CSc1ncnc2c1oc1ccccc12 | -2.0 | 20.7 | 21.6 | 7.4 | -5.1 | -3.6 | 5.7 | -2.1
COc1ccc(NC(=O)CSc2nc3[nH]ncc3c(=O)n2-c2ccccc2OC)cc1OC | -1.0 | -12.2 | 0.5 | 1.1 | -5.2 | 4.8 | 16.2 | -11.7
NC(=O)COC(=O)CCSc1ccc(Cl)cc1 | 1.3 | -0.1 | 30.9 | -16.4 | -3.0 | 0.9 | 7.5 | -13.0
Cc1ccc2nc(SC(C)C(=O)N3CC(C)OC(C)C3)[nH]c2c1 (stereo unspecified) | -0.8 | -5.8 | -4.3 | 14.3 | 15.3 | 2.1 | 13.3 | 4.6
O=C1CCN=C(Nc2ccc(F)cc2)N1Cc1ccccc1 | 0.9 | -0.3 | 5.7 | 6.4 | 1.9 | -1.0 | 24.0 | 14.0
COCCN(C(=O)CSc1nc(-c2ccccc2)cn1N)c1c(N)n(Cc2ccccc2)c(=O)[nH]c1=O | -2.8 | -1.9 | 6.2 | -12.8 | -16.6 | 0.7 | -4.7 | 10.5
CN1CCN(S(=O)(=O)c2ccc(NC(=O)c3cccs3)cc2)CC1 | -0.5 | 1.6 | 15.6 | 15.7 | -15.1 | -3.1 | 1.7 | -3.6
O=C(CN1CCc2ccccc2C1)Nc1ccccc1C(F)(F)F | -3.1 | -1.5 | 21.8 | 6.5 | -11.3 | 0.5 | 1.8 | 5.6
Cc1cc2c(NC(=O)CC(C)(C)CC(=O)O)cccc2nn1 | -1.6 | 7.6 | -3.9 | 16.1 | -11.0 | -0.2 | -13.9 | -11.3
O=S(=O)(c1ccc2nc(N3CCN(c4ccccc4)CC3)ccc2c1)N1CCCCC1 | 11.9 | 0.7 | -3.7 | 41.8 | 4.7 | 7.1 | 0.7 | -3.5
c1ccc(-c2nnc(C(c3ccccc3)c3ccccc3)o2)cc1 | -2.3 | -16.1 | 19.8 | 7.3 | -3.9 | 0.5 | 9.7 | 0.3
O=c1oc2ccccc2c2c1C(O)CO2 (stereo unspecified) | -3.6 | 15.4 | 4.5 | -34.7 | -5.7 | 1.9 | 11.7 | 8.2
COc1ccc(N2CCN(C(=O)CCS(=O)(=O)c3ccc4c(c3)NC(=O)C(C)S4)CC2)cc1 (stereo unspecified) | -3.0 | -11.0 | -0.7 | 2.8 | 7.5 | 2.2 | 6.1 | -5.4
CCOC(=O)c1c(C)[nH]c(C)c1C(=O)COC(=O)c1ccc(O)cc1 | -2.3 | 18.3 | 5.0 | 8.0 | 9.1 | -0.1 | 7.0 | 7.9
O=C(COC(=O)Cc1ccc(Cl)cc1Cl)Nc1ccc(OC(F)F)cc1 | -0.5 | 12.8 | 26.4 | 6.2 | 4.3 | -0.3 | 38.6 | -1.4
CC(OC(=O)CNC(=O)c1ccc2ccccc2c1)C(=O)N(C)C1CCCCC1 (stereo unspecified) | -1.7 | 12.9 | 22.0 | 6.6 | 0.5 | -1.0 | 39.5 | 11.7
O=C(NC(=S)Nn1cnc2c(cnn2-c2ccccc2)c1=O)c1ccccc1 | -2.1 | -7.3 | 27.7 | -5.5 | 6.9 | 0.4 | 6.6 | -3.5
O=C(CSc1ccccn1)Nc1ccc2c(c1)OCCO2 | 0.7 | -22.3 | 2.2 | -11.2 | -71.1 | 2.1 | -12.6 | -8.2
O=C(O)COc1ccccc1Cc1ccccc1 | -5.5 | 10.2 | 12.8 | 9.9 | -1.5 | -1.6 | 0.9 | 3.0
Cc1ccc(-c2cc(C(=O)OCn3nnc4ccccc4c3=O)c3ccccc3n2)cc1 | -1.7 | 10.6 | 19.9 | -2.6 | -6.5 | 1.1 | 11.8 | -16.0
SMILES | UPR XBP1 act | 697 NFkB inh | tim23-1 inh | Mdm2 MdmX PPI | Jurkat NFkB inh | CHOP UPR activ | tim10-1 inh | TIM10 inh
CCC1(c2ccc(C)cc2)NC(=O)N(CC(=O)Nc2cccc(S(=O)(=O)N3CCCC3)c2)C1=O (stereo unspecified) | -1.4 | 1.5 | -0.5 | -28.2 | -6.2 | -0.8 | 3.8 | -7.4
O=C(O)CCn1c(C(=O)O)cc2sccc21 | 0.7 | -11.2 | 10.5 | 11.0 | -16.7 | -1.8 | 10.3 | -14.4
COc1cc2nc(CN(C)Cc3ccc(OC)c(OC)c3OC)[nH]c(=O)c2cc1OC | -0.6 | 20.0 | -0.5 | -2.5 | -0.2 | 1.2 | 18.6 | 7.0
CSc1ncccc1C(=O)Nc1ccc(S(=O)(=O)N2CCCC2)cc1 | -3.7 | 15.9 | 18.8 | 11.2 | 4.1 | -2.3 | 18.1 | 9.5
CC(C)CN1CCNC(=O)C1CC(=O)N(C)CC1CCOCC1 (stereo unspecified) | -1.8 | 18.1 | -8.7 | 11.5 | 2.7 | 1.8 | -3.7 | -14.8
NC(=O)OCC(O)COc1ccc(Cl)cc1 (stereo unspecified) | -2.3 | 3.0 | 4.1 | -4.2 | 8.5 | -1.1 | -6.7 | 10.2
O=C(COc1ccc(Br)cc1)OCc1nnc(-c2ccccc2)o1 | 0.9 | 9.2 | 15.7 | -15.7 | -24.8 | 0.9 | -4.3 | 8.0
NC1=C(Br)C(=O)c2ccccc2C1=O | 0.2 | 3.7 | 55.9* | 43.3 | 2.0 | 3.1 | 24.6 | 32.7
O=C(Nc1nccs1)c1ccc(N2C(=O)C3CCCCC3C2=O)cc1 (stereo unspecified) | 2.1 | 7.7 | -15.2 | -7.1 | -16.0 | 2.5 | -31.1 | -29.2
Cc1ccc(S(=O)(=O)/N=c2\scc(C)n2C)cc1 | -2.9 | 4.5 | 2.8 | -8.8 | 13.7 | -0.3 | -6.5 | -1.4
Cc1onc(-c2ccccc2Cl)c1C(=O)NCCn1c(C)cc2ccccc21 | 0.2 | -11.3 | 8.5 | 24.9 | -9.2 | 0.3 | 18.2 | 9.1
O=c1c2c3nc4ccccc4nc3n(/N=C/c3ccncc3)c2ncn1-c1ccccc1 | -1.0 | 3.5 | -7.9 | -8.0 | 18.8 | 1.1 | 6.8 | 11.6
COC(=O)c1nnn(-c2nonc2N)c1-c1cccs1 | 0.2 | -17.7 | 5.2 | -10.0 | -14.2 | -0.3 | 19.7 | -2.7
CCCCn1cc(C(C)(C)C)c(C#N)c1NC(C)=O | 2.3 | -40.8 | 24.4 | -13.1 | -15.4 | 0.2 | 36.1 | 12.2
CCOC(=O)CSc1nc(-c2ccc(OC)cc2)ns1 | 2.5 | -0.8 | 7.0 | -0.6 | -30.2 | -2.7 | 5.6 | -10.5
COc1ccc(Nc2ncnc3sccc23)c(OC)c1 | 5.8 | -33.0 | 14.0 | 5.7 | -17.5 | 2.9 | -6.2 | 11.0
COc1ccc(-c2nnc(SCC(=O)N3CCCCC3)o2)cc1OC | -0.6 | -2.4 | 14.8 | -2.6 | -17.5 | 2.1 | 13.1 | 2.3
COc1cccc(Nc2ccc(N3CCCCC3)cc2)c1OC | 3.0 | -129.3 | 25.4 | -24.1 | -97.8 | 7.4 | 12.9 | 7.9
CCN(CC)CCN=CC1=C(O)CNC1=O | -0.7 | 4.3 | 5.6 | -16.6 | 3.7 | 1.9 | 4.4 | -3.1
COc1ccc(-c2cc(C(=O)N3CCN(c4ccc(F)cc4)CC3)no2)cc1 | 0.9 | -7.6 | 8.1 | 20.3 | 6.1 | -0.3 | -17.5 | 16.2
COc1ccccc1N(CC(=O)NCc1ccc(F)cc1)C(=O)CCC(=O)Nc1ccccn1 | -3.9 | -9.0 | -7.9 | 7.7 | 12.8 | 0.2 | 2.2 | 16.7
CC1CN(C(=O)CN2C(=O)NC3(CCCC3)C2=O)C(=Nc2cccc(S(=O)(=O)N(C)C)c2)S1 (stereo unspecified) | 1.5 | -8.5 | 16.3 | 5.0 | -0.8 | 2.2 | 1.1 | 14.8
C=CCN(CC=C)S(=O)(=O)c1ccc(NC(=S)NC(=O)/C=C/c2cccc3ccccc23)cc1 | 4.2 | -3.3 | 16.8 | 5.3 | 8.4 | 3.6 | 12.2 | 9.7
C(=N\N(Cc1ccccc1)c1ccccc1)/c1ccco1 | 0.5 | -28.1 | 25.6 | 2.6 | -7.6 | -1.6 | 34.7 | 19.0
CCCCOc1ccc(C(=O)NCC(=O)NCCOc2ccccc2OC)cc1 | -2.7 | 12.8 | 20.9 | -6.6 | -10.4 | 0.6 | 20.2 | 7.2
SMILES | UPR XBP1 act | 697 NFkB inh | tim23-1 inh | Mdm2 MdmX PPI | Jurkat NFkB inh | CHOP UPR activ | tim10-1 inh | TIM10 inh
O=C(NNC(=O)c1cc2cc(OC(F)(F)F)ccc2[nH]1)c1cccc(C(F)(F)F)c1 | 0.3 | -9.7 | 6.2 | -7.5 | 4.5 | 4.0 | -10.1 | -0.9
O=C(CCCc1c[nH]c2ccccc12)NCC1COc2ccccc2O1 (stereo unspecified) | -2.5 | 2.7 | 25.4 | 24.4 | 2.8 | 1.1 | 16.0 | 15.0
Cc1ccc2c(c1)C(N1CCCC1=O)CC(c1ccco1)N2 (stereo unspecified) | -6.2 | -114.0 | 26.7 | -60.1 | -57.4 | 0.7 | 24.4 | 15.9
COCc1cc(C)nc(OCC(=O)N/N=C/c2ccc(O)cc2)c1C#N | -1.6 | 2.0 | 2.7 | -17.5 | 0.4 | -0.8 | -1.0 | 10.9
O=C(Nc1ccccn1)C(=O)Nc1ccccn1 | -1.8 | -116.2 | 11.2 | -23.6 | -19.7 | -0.4 | 15.4 | 0.8
COc1ccccc1N1CCN(C(=O)COc2ccc(S(=O)(=O)NC(C)(C)C)cc2)CC1 | -0.3 | 5.9 | 6.3 | 4.0 | 4.7 | 2.8 | 9.2 | 6.8
O=C(NCCCN1CCCC1=O)c1cccc(S(=O)(=O)Nc2ccc(F)cc2)c1 | 0.3 | 8.4 | 6.6 | -18.8 | 0.5 | -0.4 | 5.2 | -5.8
